# From PubChem
# Rtt109 HAT inh – inhibitors of Candida albicans Rtt109/Vps75 histone acetyltransferase. Q5AAJ8. purified Rtt109/Vps75, ThioGlo CoA-SH fluorescence, 4 h. inhibition, % at 34.9 µM. hit rate 0.16% among 330,000;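 active = inhibition of at least 50% in every replicate; inconclusive = best replicate reaches 50% inhibition but some replicates fall short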
# Target sequence (Q5AAJ8 whole entry, looked up): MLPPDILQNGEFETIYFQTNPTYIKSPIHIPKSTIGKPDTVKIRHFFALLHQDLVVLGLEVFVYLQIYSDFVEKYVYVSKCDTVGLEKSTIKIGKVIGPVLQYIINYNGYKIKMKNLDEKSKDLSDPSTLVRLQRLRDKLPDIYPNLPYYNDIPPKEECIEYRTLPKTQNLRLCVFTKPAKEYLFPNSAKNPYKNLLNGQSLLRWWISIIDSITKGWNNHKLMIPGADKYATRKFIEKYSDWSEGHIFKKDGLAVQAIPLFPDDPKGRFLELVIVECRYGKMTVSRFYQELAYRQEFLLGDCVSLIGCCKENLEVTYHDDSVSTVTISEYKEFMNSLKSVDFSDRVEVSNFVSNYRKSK
# phage Ecoli inh – E. coli growth loss with phage present | growth absorbance | inhibition, % at 11.9 µM | hit rate 0.26% among 360,000; in the data active = inhibition above about 11%
# Ecoli viability – bacterial growth inhibition, counter-screen for AddAB inhibitors | E. coli V3065 growth, OD600 absorbance, 18 h | hit rate 0.27% among 330,000 | inhibition, % at 11.9 µM;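 active = inhibition above the campaign's mean inhibition across all tested compounds plus 3 SD, cut at about 9.9% in these data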;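 also: uninfected addAB+ strain grown without phage in ampicillin broth; 0% = DMSO wells and 100% = ciprofloxacin 0.95 µg/ml wells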
# PfHsp90 set2 – inhibits growth of yeast expressing Plasmodium falciparum Hsp90; S. cerevisiae expressing PfHsp90, BacTiter-Glo ATP, 48 h; yeast lacking PDR1 and PDR3 efflux regulators; hit rate 0.32% among 310,000; inhibition, % at 9.4 µM;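 active = every replicate shows inhibition above about 80%, whatever the replicate mean, limit read from the data; inconclusive = mean inhibition reaches the set limit but some replicate falls short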;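 also: 0% = DMSO neutral controls and 100% = 20 µM radicicol positive controls; yeast relying on Plasmodium falciparum Hsp90 in place of its own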
# Wnt act – activates Wnt/beta-catenin signaling in a reporter cell assay; activator, plate reader; activation, % at 9.35 µM; hit rate 1.2% among 300,000; AID 743398; in the data active = activation above about 30%, passing the limit was not always enough; inconclusive = no clear call, values can overlap the other calls;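 also: 0% = neutral control wells and 100% = positive control wells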
# AddAB inh – less growth of phage-infected E. coli with AddAB; E. coli expressing H. pylori AddAB, absorbance growth; inhibition, % at 11.9 µM; hit rate 0.29% among 330,000; AID 435030; in the data active = inhibition above about 12%;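 also: 0% = vehicle wells of infected cells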
# Tat export inh – inhibitors of E. coli Tat protein transport; E. coli MC4100 TorA-mCherry Tat export, fluorescence; inhibition, % at 10 µM; hit rate 0.036% among 340,000;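 active = mean replicate inhibition at least 50% and at least half of replicates individually reaching 50%; inconclusive = only one of the two criteria met; inactive = neither criterion met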;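 also: exported cargo escapes ClpAP degradation while cytoplasmic cargo is degraded and loses fluorescence; 0% = median of neutral control wells and 100% = median of NaSCN control wells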
# DAGLB inh – blocks human DAGLB lipase activity | Q8NCG7 | HEK293T DAGLB membrane lysate, EnzChek fluorogenic substrate | inhibition, % at 5.17 µM | hit rate 0.059% among 340,000 | AID 504411; in the data active = inhibition above about 34%;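 also: 0% = enzyme with vehicle and 100% = wells lacking enzyme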
# Target sequence (Q8NCG7 whole entry, looked up): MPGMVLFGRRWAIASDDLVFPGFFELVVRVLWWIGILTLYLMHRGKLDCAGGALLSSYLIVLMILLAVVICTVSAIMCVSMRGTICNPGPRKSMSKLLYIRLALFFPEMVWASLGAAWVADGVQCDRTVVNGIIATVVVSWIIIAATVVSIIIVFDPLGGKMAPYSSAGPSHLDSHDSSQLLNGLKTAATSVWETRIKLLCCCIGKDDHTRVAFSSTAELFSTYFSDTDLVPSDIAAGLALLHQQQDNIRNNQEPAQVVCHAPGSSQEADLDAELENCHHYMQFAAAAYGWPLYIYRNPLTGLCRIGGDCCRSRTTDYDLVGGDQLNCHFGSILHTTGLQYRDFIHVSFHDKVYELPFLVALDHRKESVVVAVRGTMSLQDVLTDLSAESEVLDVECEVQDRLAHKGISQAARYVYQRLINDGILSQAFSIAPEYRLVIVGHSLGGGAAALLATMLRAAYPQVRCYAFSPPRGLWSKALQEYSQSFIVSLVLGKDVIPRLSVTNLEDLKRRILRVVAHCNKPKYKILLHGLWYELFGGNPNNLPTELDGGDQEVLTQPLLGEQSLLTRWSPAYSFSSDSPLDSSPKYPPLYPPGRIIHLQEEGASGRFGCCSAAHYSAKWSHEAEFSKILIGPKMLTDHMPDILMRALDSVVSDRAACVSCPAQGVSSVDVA
# PvdQ inh – blocks Pseudomonas aeruginosa PvdQ acylase activity. purified PvdQ acylase, fluorescence plate reader. inhibition, % at 10 µM. hit rate 0.063% among 340,000. AID 488965; in the data active = inhibition above about 30%, passing the limit was not always enough; inconclusive = no clear call, values can overlap the other calls;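 also: 0% = vehicle neutral wells and 100% = reference inhibitor wells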
# CAL PDZ FP – blocks peptide binding to human CAL PDZ domain; Q9HD26; purified CAL PDZ, TMR-peptide fluorescence polarization, 1 h; inhibition, % at 20 µM; hit rate 0.02% among 330,000; AID 504414;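 active = highest replicate inhibition of at least 40%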;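 also: plate controls were DMSO neutral control wells for no effect and unlabeled competitor peptide control wells for full effect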
#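 Assay system – tagged CAL PDZ protein CerCALP, purified · Timing – 1 h at RT · Compound – single point, 20 µM · Measured by – fluorescence polarization from S- and P-plane intensities, G-factor corrected · Evaluation – inhibition from polarization loss · Probe or stimulus – TMR reporter peptide T*-PRC34 · Buffer or medium – pH 7.4 phosphate-saline buffer, reducing agent, detergent, IgG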
# Starred values were filed as active, the others as inactive; ? = inconclusive; . = no result given. Outcome played no part in choosing rows (roughly 1.9% active in at least one column).
SMILES,Rtt109 HAT inh,phage Ecoli inh,Ecoli viability,PfHsp90 set2,Wnt act,AddAB inh,Tat export inh,DAGLB inh,PvdQ inh,CAL PDZ FP
O=C(COC(=O)C1CC1)Nc1ncc(C(F)(F)F)cc1Cl,-10,2.4,0.5,19,2,2.5,-3,-2,13,0.0
CC(C)Cn1c(=O)c(-[n+]2ccccc2)c([O-])c2ccccc21,.,3.4,-0.7,19,-1,2.8,1,-3,13,-1.9
CCC(CC)C(=O)OCC(=O)NC12CC3CC(CC(C3)C1)C2,8,1.9,-0.3,.,-3,2.0,3,-3,-15,0.3
CCN1C(=O)[C@@H]2[C@@H](c3ccc(SC4CCCCC4)cc3)N3CCCC[C@@]3(C(=O)OC)[C@@H]2C1=O,2,4.3,-1.0,-10,2,0.0,-9,-10,-8,-0.3
CCc1ccc(CN(C)C(C)C(=O)Nc2ccc(S(=O)(=O)N3CCCC3)cc2)cc1 (stereo not drawn),1,2.1,.,3,-3,.,8,-6,-6,-1.7
O=C1c2oc3ccc(Cl)cc3c(=O)c2C(c2cccc(Br)c2)N1CCO (stereo not drawn),0,1.8,-1.3,-31,-1,2.8,-5,-2,-10,-1.9
COc1ccc(CCNC(=O)COc2ccccc2[N+](=O)[O-])cc1OC,0,1.1,0.5,13,1,5.9,5,-1,-4,-0.8
COc1cc(OC)cc(C(=O)NNC(=O)CN2C(=O)NC(C)(c3ccccc3)C2=O)c1 (stereo not drawn),7,1.8,1.9,12,1,2.2,12,-2,7,0.0
Cc1c(Cl)c([N+](=O)[O-])nn1CCCC(=O)N(Cc1ccccc1)Cc1ccccc1,39,4.3,-3.9,12,-14,1.5,6,-4,6,-0.6
COc1cccc(CNC(=O)C2CCN(S(=O)(=O)c3cccc4cccnc34)CC2)c1,-11,4.8,0.4,10,-4,3.4,-7,3,-14,-0.2
COc1ccc(Cc2n[nH]c(=S)n2C)cc1Br,10,4.6,-2.6,57,-2,0.7,8,-2,4,-1.1
O=C(NC(=S)N1CCN(c2ccc([N+](=O)[O-])cc2Cl)CC1)c1ccco1,-1,3.4,0.4,13,-2,1.5,9,0,-12,-1.0
CC1(C)C2CCC1(CS(=O)(=O)Nc1ccccc1)C(=O)C2 (stereo not drawn),-5,2.6,1.1,.,-1,0.2,6,-2,-2,0.0
CC1CC(C)CN(C(=O)CCNC(=O)Cn2ccc3ccccc3c2=O)C1 (stereo not drawn),3,2.0,-2.0,3,-4,4.4,8,-1,-5,-0.5
COc1ccc(C(=O)Nc2ccc(NC(C)=O)cc2)cc1S(=O)(=O)N(C)Cc1ccccc1,2,-0.3,-0.9,-9,0,1.2,-2,2,-10,-2.4
Cc1cc(C)nc(-n2ncc3c2CCCC3=O)n1,-8,4.4,2.0,-20,2,0.5,-4,-1,-4,0.1
COc1ccc(S(=O)(=O)Nc2ccccc2C(=O)N2CCCCC2)cc1C,5,3.2,2.7,-1,3,2.9,-7,1,-15,-2.2
CC(C)(C)c1ccc(C(CC(=O)O)NC(=O)C23CC4CC(CC(C4)C2)C3)cc1 (stereo not drawn),17,0.2,0.0,-23,0,-1.2,5,-2,13,-1.5
O=C(NC1CCCc2c1cnn2-c1cc(F)cc(F)c1)c1ccc[n+]([O-])c1 (stereo not drawn),12,-0.8,0.4,-14,0,-0.1,-5,1,-18,-2.3
C/C(=N\NS(=O)(=O)c1ccccc1)c1cc(Cl)cc(Cl)c1O,9,1.8,-0.7,-20,3,-1.6,6,6,-1,-0.7
Cc1ccc(NS(=O)(=O)c2cccc(C(=O)NCC(c3ccco3)N3CCCC3)c2)cc1 (stereo not drawn),12,2.4,1.9,0,-2,-1.8,0,-2,1,-0.9
O=C(CCn1c(=S)[nH]c2ccccc2c1=O)NCCCN1CCOCC1,7,1.2,-2.6,.,-7,-0.7,7,3,3,-0.1
Cc1c(Cc2ccccc2)c(=O)oc2cc(OCc3ccc(C(=O)O)cc3)ccc12,0,1.4,-3.1,-20,?,1.4,-6,0,3,.
COc1ccc(CCNC(=O)C2CCN(C(=O)c3ccc(OC)c(OC)c3)CC2)cc1,-2,0.2,-0.8,14,-1,1.0,0,-11,7,-0.6
CC(C)OCc1ccc(C(=O)N2CCN(CC(=O)N3CCCC3)CC2)cc1,-3,1.3,-0.4,-1,1,0.3,11,-4,-9,-2.2
CC(C)(C)N1C(=O)c2ccc(C(=O)Nc3cc(C(=O)O)cc(C(=O)O)c3)cc2C1=O,-2,3.6,-0.5,8,0,-0.6,7,-1,-10,0.9
C[C@]12C=CC(=O)C=C1CC[C@H]1[C@@H]3C[C@@H](O)[C@](O)(C(=O)CO)[C@@]3(C)C[C@H](O)[C@@]12F,-6,2.9,1.3,13,2,-1.3,11,3,-15,-0.2
COc1ccc(C(=O)Oc2ccc3c(c2)OCO3)cc1OC,3,1.2,-2.1,25,14,0.7,8,-5,3,-1.7
CCN(C(=O)CN1C(=O)COc2ccc(S(=O)(=O)N3CCOCC3)cc21)c1ccc(OC)cc1,16,0.5,-1.2,16,0,2.0,-5,-2,4,-2.4
COc1ccc(N(C(=O)c2cccc(OC)c2OC)C2C=CS(=O)(=O)C2)cc1 (stereo not drawn),-5,-2.6,0.7,6,-1,0.9,-2,-1,-6,0.3
C1=C[C@@H]2CCN(Cc3ccccc3)Cc3cccc(c32)C1,-5,4.9,-0.9,19,-2,1.4,-7,-6,-15,-0.2
Cn1c(=O)c2c(-c3ccc(C(C)(C)C)cc3)n(CC3CCCO3)cc2n(C)c1=O (stereo not drawn),-14,0.8,2.5,-24,.,1.9,2,3,-12,-0.1
CCOC(=O)c1ccc2[nH]c(C)c(CN3CCN(C)CC3)c(=O)c2c1,-2,3.2,.,1,-1,.,-2,1,-28,.
O=C(N1CCOCC1)C(F)(F)C(F)(F)C(F)(F)C(F)(F)C(=O)N1CCOCC1,-1,1.9,1.0,.,-4,0.0,0,0,-17,-0.5
O=C(N/N=C/C(Br)=C/c1ccccc1)C1CC1,9,2.4,3.8,-3,6,3.9,-1,-1,3,-4.1
CC(=O)c1ccc(OC(=O)N(c2ccccc2)c2ccccc2)cc1,15,0.8,1.3,4,.,4.3,2,-1,-9,-1.6
NS(=O)(=O)c1ccc(CCNC(=O)CSCC(=O)Nc2ccc(Cl)cc2)cc1,9,3.6,-0.5,.,3,-1.8,1,-4,-2,-1.8
COc1ccccc1CNC(=O)c1cnccn1,7,-1.6,0.6,1,.,-0.6,4,1,5,-2.0
O=[N+]([O-])C1=CC=C2C(=NC3(CCCCC3)N2O)C1=NC1CCCCC1,5,0.9,-0.7,-49,-1,-1.0,-9,3,-5,1.1
CCCCc1ccc(-c2nc(N)n[nH]2)cc1,-12,7.7,2.8,-52,35*,5.1,6,-1,-11,-0.9
O=C(CCN1C(=O)C2CCCCC2C1=O)Nc1nc(-c2ccccc2)cs1 (stereo not drawn),-9,3.1,-2.5,-16,-1,-1.1,-1,1,-13,-0.4
O=C(NCCc1nnc2ccc(NCCCN3CCOCC3)nn12)c1ccccc1F,1,2.4,-0.6,8,6,-0.8,-3,3,-11,-0.2
CCc1ccc(/C(C)=N\Nc2ccc([N+](=O)[O-])cc2)cc1,1,3.2,2.3,.,.,3.8,-5,1,3,.
O=C(CSc1n[nH]c(=O)[nH]c1=O)c1ccc([N+](=O)[O-])cc1,26,0.8,-0.2,-25,0,3.4,3,-1,10,-2.5
CC(C)(C)NC(=O)C(c1ccncc1)N(C(=O)c1csnn1)c1ccccc1 (stereo not drawn),2,-0.1,0.0,-15,-1,2.1,-4,1,1,-1.6
CCN(CC)c1ccc(CNc2nc3ccccc3n2C(C)C)cc1,4,-2.6,2.1,-3,-2,0.7,-1,-4,0,0.0
O=C(/C=C/c1ccc(F)cc1)NC(=S)NNC(=O)[C@H]1C[C@@H]1c1ccccc1,3,2.4,-6.4,-11,1,1.4,-4,12,-5,-1.2
COC(=O)[C@H](C)NC(=O)NCc1ccccc1,-5,-1.0,-0.4,28,0,-0.2,-2,1,-5,0.3
CCOc1ccccc1-n1cnc2cc(C(=O)NCc3ccco3)ccc21,-2,2.9,-0.9,7,.,2.7,-3,1,-4,-1.5
C=CCNC(=O)c1n[nH]c2c1CC(C(C)(C)CC)CC2 (stereo not drawn),-6,0.1,-0.7,-2,1,3.0,8,1,-15,-1.3
# (list continues)
SMILES,Rtt109 HAT inh,phage Ecoli inh,Ecoli viability,PfHsp90 set2,Wnt act,AddAB inh,Tat export inh,DAGLB inh,PvdQ inh,CAL PDZ FP
Cc1cc(N2CCOCC2)nc2ccc(NC(=S)NC(C)C)cc12,-3,-0.7,-1.2,-1,11,0.8,-2,-1,5,-0.4
S=C(c1ccccc1)N1CCSCC1,-7,1.4,-2.2,6,4,0.8,3,-2,-3,-0.9
C=CCNC(=O)c1ccc2c(c1)nnn2C,-2,2.7,-0.7,.,0,-0.2,0,-2,8,.
Nc1ncnc2c1ncn2[C@@H]1O[C@H](CNC(=O)[C@@H](N)C2CCCCC2)[C@@H](O)[C@H]1O,-4,3.2,2.0,2,-2,2.5,-1,-2,-11,0.3
CN(C(=O)c1cccc(NC(=O)Cc2cccc(NC(=O)C3CCN(C(=O)C4CC4)CC3)c2)c1)C1CCC1,-4,1.1,.,-8,0,.,1,-2,-9,-0.8
COC(=O)c1c(C)[nH]c(C(=O)OCC(=O)c2ccc(C)s2)c1C,21,2.4,1.1,9,-1,-0.7,14,-1,-7,-1.0
CCn1ncc([N+](=O)[O-])c1C(=O)N1CCCC1,-5,3.0,0.4,13,.,1.9,-5,0,2,-0.8
COc1ccc(N(CC(=O)NCc2ccccc2Cl)S(=O)(=O)c2c(C)n[nH]c2C)cc1,8,-1.0,-2.3,-10,-1,-0.2,-5,-1,-10,-2.3
O=C(/C=C/c1ccc(Cl)cc1)NC(=S)Nc1ccccc1C(=O)O,39,2.6,-2.8,-5,3,-0.7,-5,8,7,-4.1
Cn1cc(SCC(N)=O)c2ccccc21,-11,3.6,0.3,12,-3,-1.4,-4,1,-10,0.6

# Some of these compounds in order of their number in Tat export inh, high to low:
Molecule	Rtt109 HAT inh	phage Ecoli inh	PfHsp90 set2	Wnt act	AddAB inh	Tat export inh	DAGLB inh	PvdQ inh	CAL PDZ FP
CN(C(=O)c1cccc(NC(=O)Cc2cccc(NC(=O)C3CCN(C(=O)C4CC4)CC3)c2)c1)C1CCC1	-4	1.1	-8	0	.	1	-2	-9	-0.8
C=CCNC(=O)c1ccc2c(c1)nnn2C	-2	2.7	.	0	-0.2	0	-2	8	.
COc1ccc(N(CC(=O)NCc2ccccc2Cl)S(=O)(=O)c2c(C)n[nH]c2C)cc1	8	-1.0	-10	-1	-0.2	-5	-1	-10	-2.3

# Later entries
SMILES,Rtt109 HAT inh,phage Ecoli inh,Ecoli viability,PfHsp90 set2,Wnt act,AddAB inh,Tat export inh,DAGLB inh,PvdQ inh,CAL PDZ FP
CC1=C(C(=O)OC2CCCC2)C(c2coc3ccccc3c2=O)C2=C(CC(C)(C)CC2=O)N1 (stereo not drawn),13,1.2,-1.1,26,2,4.2,5,-2,-11,-0.3
S=C(NCCc1ccccn1)Nc1cc(Cl)cc(Cl)c1,8,1.8,1.0,-7,0,8.3,-13,1,-10,-1.5
O=C(N/N=C/c1ccc(Cl)cc1Cl)c1ccc2nc[nH]c2c1,-1,2.7,-0.8,2,3,1.2,6,1,-8,-6.7
Cc1cc(C)cc(NC(=O)c2ccc3nc[nH]c3c2)c1,6,4.6,1.5,-19,6,3.1,-1,2,-8,-4.0
